Screening data deposited in PubChem BioAssay by several laboratories.
CDK5 p35 inh: inhibitors of human CDK5/p35 kinase, primary screen, biochemical, single concentration | 0.01% of 330,000 active | inhibition, % at 10 µM | Recombinant CDK5/p35, ADP-Glo luminescence, 60 min | AID 488839, 2010;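 active means highest replicate inhibition of at least 50% and at least 75% of replicates reaching 50%; inconclusive means only one of the two criteria met; inactive means both criteria failed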;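 further: plate controls were DMSO neutral control for no effect and GW8510 at 10 µM for full effect; many of its hits are not listed in these tables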
Target sequence (Q00535 whole entry, looked up): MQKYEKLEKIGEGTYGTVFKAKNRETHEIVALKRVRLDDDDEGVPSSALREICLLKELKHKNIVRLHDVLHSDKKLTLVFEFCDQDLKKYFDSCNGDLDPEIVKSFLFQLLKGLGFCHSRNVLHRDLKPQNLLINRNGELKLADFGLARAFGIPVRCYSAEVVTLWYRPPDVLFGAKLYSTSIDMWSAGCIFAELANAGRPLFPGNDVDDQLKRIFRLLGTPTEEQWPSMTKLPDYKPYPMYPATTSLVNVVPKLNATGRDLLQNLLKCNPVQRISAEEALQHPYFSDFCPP
Target sequence (Q15078 whole entry, looked up): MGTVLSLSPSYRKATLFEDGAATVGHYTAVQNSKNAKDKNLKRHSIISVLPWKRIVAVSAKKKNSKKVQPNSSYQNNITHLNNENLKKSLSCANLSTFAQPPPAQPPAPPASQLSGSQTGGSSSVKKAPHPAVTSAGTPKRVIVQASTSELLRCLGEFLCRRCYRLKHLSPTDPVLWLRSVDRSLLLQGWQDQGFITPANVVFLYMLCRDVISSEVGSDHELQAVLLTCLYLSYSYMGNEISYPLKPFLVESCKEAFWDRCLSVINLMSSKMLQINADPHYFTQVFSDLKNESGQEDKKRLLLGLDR
dFosB activator: activators of delta FosB homodimer, primary screen, biochemical, fluorescence polarization, TAMRA-CDK5 oligo, single point. AID 493131, 2011. 0.99% of 340,000 active. Protein FosB (Mus musculus), P13346. activation, % at 25 µM. purified delta FosB; percent of positive-control signal above neutral wells;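 active means mean activation above about 17%, with every replicate also reaching it, limit read from the data, passing the limit was not always enough; inconclusive means only one of the two conditions met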;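 further: fluorescence polarization rise as delta FosB binds a TAMRA Cdk5 AP-1 oligo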
Target sequence (P13346 whole entry, looked up): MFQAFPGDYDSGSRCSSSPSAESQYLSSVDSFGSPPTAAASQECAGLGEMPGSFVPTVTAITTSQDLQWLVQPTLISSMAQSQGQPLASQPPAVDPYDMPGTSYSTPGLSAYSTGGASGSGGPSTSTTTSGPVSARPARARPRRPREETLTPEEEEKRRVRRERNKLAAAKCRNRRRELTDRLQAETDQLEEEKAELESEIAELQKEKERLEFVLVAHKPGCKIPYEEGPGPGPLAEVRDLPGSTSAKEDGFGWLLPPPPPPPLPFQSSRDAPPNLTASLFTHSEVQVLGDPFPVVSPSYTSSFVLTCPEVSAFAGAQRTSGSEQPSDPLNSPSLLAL
Wnt act: Wnt/beta-catenin pathway activators, primary screen, cell-based, plate reader, single point; Wnt/beta-catenin reporter cell assay, activator; activation, % at 9.35 µM; 1.2% of 300,000 active; AID 743398, 2014; in the data active means activation above about 30%, passing the limit was not always enough; inconclusive means no clear call, values can overlap the other calls;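 further: 0% = neutral control wells and 100% = positive control wells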
CAL PDZ FP-1: CAL PDZ peptide-binding inhibitors, primary screen, biochemical, fluorescence polarization, Cer-tagged CAL PDZ, HTS; 0.02% of 330,000 active; inhibition, % at 20 µM; AID 504414, 2011; purified CAL PDZ, TMR-peptide fluorescence polarization, 1 h; Golgi-associated PDZ and coiled-coil motif-containing protein (Homo sapiens), Q9HD26;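 active means highest replicate inhibition of at least 40%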;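 further: plate controls were DMSO neutral control wells for no effect and unlabeled competitor peptide control wells for full effect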
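Read-out basis: mP drop reported as inhibition | Assay system: Tagged CAL PDZ protein CerCALP, purified | Benchmarks: Unlabelled peptide for full inhibition, DMSO wells as neutral | Schedule: 1 h incubation at room temperature before polarization reading | Buffer or medium: Sodium phosphate/NaCl buffer pH 7.4 with TCEP, IgG, Thesit | Doses: Single point, 20 µM | Measured by: Fluorescence polarization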
V-ATPase pHluor: regulators of yeast V-ATPase proton pumping, primary screen, pHLuorin cytosolic pH fluorescence; AID 504577, 2011; 0.37% of 350,000 active; response, % at 10 µM; S. cerevisiae; in the data active means response mostly above about 7.3%, no sharp cut-off; inactive means mostly below about 5.4%; further: actives read high; inactives centre near 0; some compounds called inactive have numbers as strong as hits
Tat transport: E. coli Tat export inhibitors, primary screen, MC4100, TorA-mCherry reporter, fluorescence, single point | AID 488895, 2010 | inhibition, % at 10 µM | 0.036% of 340,000 active;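 active means mean replicate inhibition at least 50% and at least half of replicates individually reaching 50%; inconclusive means only one of the two criteria met; inactive means neither criterion met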;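 further: exported cargo escapes ClpAP degradation while cytoplasmic cargo is degraded and loses fluorescence; 0% = median of neutral control wells and 100% = median of NaSCN control wells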
CAL PDZ FP-2: untagged CAL PDZ binding inhibitors, primary screen, biochemical, fluorescence polarization, HTS; 0.92% of 300,000 active; purified CAL PDZ, TMR-peptide fluorescence polarization, 1 h; AID 602252, 2012; inhibition, % at 24.9 µM;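 active means mean inhibition of at least 30% with at least half of replicates also reaching 30%; inconclusive means no clear call, values can overlap the other calls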;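 further: 0% = DMSO neutral control and 100% = excess unlabeled competitor peptide PRC23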
RTF Ca sens act: cardiac RTF calcium sensitivity activators, primary screen, biochemical, IANBD-TnC fluorescence, EC20 calcium; Troponin I, cardiac muscle (Homo sapiens) + Troponin T, cardiac muscle (Homo sapiens) + …; IANBD-labeled TnC RTF fluorescence at EC20 calcium; 0% EC20 calcium, 100% full calcium; activation, % at 7.2 µM; 0.24% of 340,000 active; AID 493008, 2010;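 active means activation above the mean over all tested compounds plus 3 SD, cut at about 30% in these data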;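 further: rise in fluorescence read as greater calcium sensitivity of cardiac thin filaments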
MITF act: activators of MITF-driven TRPM1 promoter reporter, primary screen, cell-based, SK-MEL-5, luciferase, single point; SK-MEL-5 TRPM1-promoter luciferase, 24 h; % of positive control, neutral wells = 0; activation, % at 12.5 µM; 0.75% of 300,000 active; AID 588334, 2011;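 active means mean activation of at least 80% with every replicate also reaching 80%; inconclusive means mean reaches 80% but some replicate falls short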;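 further: 0% = neutral control wells and 100% = parthenolide positive control wells; values of inactives mirror those of a sister screen read the other way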
Rtt109 HAT inh: inhibitors of C. albicans Rtt109/Vps75 HAT, primary screen, biochemical, ThioGlo CoA-SH fluorescence, plate reader. purified Rtt109/Vps75, 4 h. Histone acetyltransferase RTT109 (Candida albicans (strain SC5314 / ATCC MYA-2876)), …. AID 540336, 2011. 0.16% of 330,000 active. inhibition, % at 34.9 µM;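 active means inhibition of at least 50% in every replicate; inconclusive means best replicate reaches 50% inhibition but some replicates fall short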
* = called active by the depositor; ? = inconclusive; / = not tested or not shown; & = joins results of further samples.

SMILES | CDK5 p35 inh | dFosB activator | Wnt act | CAL PDZ FP-1 | V-ATPase pHluor | Tat transport | CAL PDZ FP-2 | RTF Ca sens act | MITF act | Rtt109 HAT inh
N=C(N=C(N)N)N1CCOCC1 | 0.3 | 9 | -3 | 0.1 | 1 | 9 | -1 | -4 | 1 | -6
CCC[C@H](N[C@@H](C)C(=O)N1[C@H](C(=O)O)C[C@@H]2CCCC[C@@H]21)C(=O)OCC | -1.8 | 6 | 0 | -1.3 | -2 | -8 | -4 | -3 | -2 | -8
COc1ccc(CN(CCN(C)C)c2ccccn2)cc1 | 0.4&-2.8&0.0 | 0&1&3 | 3&-12&1 | 0.2&-1.0&-0.1 | -1&1&-7 | -5&-7&-4 | -2&-1&-1 | -6&-4&12 | 2&-3&-3 | -7&10&6
CC(C)Cc1ccc(C(C)C(=O)O)cc1 (centres undefined) | 1.0 | 3 | 0 | -1.1 | 4 | 3 | -2 | -4 | -1 | 1
CC(=O)O[C@]1(C(C)=O)CC[C@H]2[C@@H]3C=C(Cl)C4=CC(=O)[C@@H]5C[C@@H]5[C@]4(C)[C@H]3CC[C@@]21C | -2.3&-1.9 | -4&-4 | -2&-5 | -1.5&-1.6 | 11&0 | 12&1 | 0&-1 | 12&6 | 2&2 | -18&27
CN(C)C/C=C(/c1ccc(Br)cc1)c1cccnc1 | 1.4 | -1 | -2 | -0.9 | -1 | -5 | 2 | -5 | -3 | 7
O=C1NCC2(CCN(CCc3ccccc3)CC2)O1 | 0.3 | 2 | -3 | 0.6 | 0 | -1 | -3 | 6 | 0 | -2
CC1=C(C(=O)O)N2C(=O)[C@@H](NC(=O)[C@H](N)c3ccc(O)cc3)[C@H]2SC1 | 0.6 | -5 | 0 | -0.6 | 2 | -12 | -5 | 9 | 15 | -4
CCOC(=O)C1(CCOc2ccccc2)CCN(Cc2ccc(O)c(Cl)c2)CC1 | 0.6 | -2 | -4 | -0.5 | 0 | -7 | -1 | -5 | / | 7
C[C@]12CC[C@H]3[C@@H](CCC4=CC(=O)CC[C@@]43C)[C@@H]1CC[C@@H]2C(=O)CO | 1.2 | -11 | -2 | -0.5 | -2 | -1 | -1 | 10 | -5 | 3
CCCOc1ccccc1-c1nc2n[nH]nc2c(=O)[nH]1 | 0.4 | -7 | 1 | 0.0 | -1 | 2 | -3 | -3 | 1 | -1
CC(=O)[C@H]1CC[C@H]2[C@@H]3C[C@H](C)C4=CC(=O)CC[C@]4(C)[C@H]3[C@@H](O)C[C@]12C | -0.1 | 4 | -7&-5 | -0.9 | -3 | -6 | -3 | -2 | 23 | -4
COc1ccccc1OCC(O)COC(N)=O (centres undefined) | 0.5 | -5 | -1 | -0.4 | 6 | 0 | 7 | -1 | -11 | 10
CCCn1ncc(CN2CCCC(C(=O)c3cccc(OC(C)C)c3)C2)c1C (centres undefined) | -0.2 | -6 | -2 | -0.8 | -1 | 0 | -1 | 0 | 3 | 5
O=C(O)[C@@H]1[C@H]2C[C@H]3c4[nH]c5ccccc5c4CCN3C[C@@H]2CC[C@@H]1O | 0.0 | -7 | -1 | 1.4 | -3 | -8 | 1 | 27 | -3 | -11
COc1cc2nc(N3CCN(C(=O)C4COc5ccccc5O4)CC3)nc(N)c2cc1OC (centres undefined) | -1.4 | 10 | -2 | -1.4 | 0 | -4 | -4 | 1 | 5 | 9
CN1CCC(=C2c3ccccc3CCc3sccc32)CC1 | -2.7 | -3 | / | -1.0 | 1 | 6 | -1 | 8 | 9 | -3
O=C1N(c2ccccc2)c2ccccc2C1(Cc1ccncc1)Cc1ccncc1 | 0.2 | -2 | 4 | -0.2 | 1 | -12 | -8 | -6 | 11 | 0
NS(=O)(=O)c1cc2c(cc1C(F)(F)F)NC(Cc1ccccc1)NS2(=O)=O (centres undefined) | 1.0 | 4 | -3 | -1.1 | 0 | -3 | -3 | 3 | -13 | 7
Cc1nc2c3ccccc3nc(NNC(=O)CCC(=O)N3CCN(c4ccccc4)CC3)n2n1 | 1.2 | -10 | -3 | 0.2 | -4 | -5 | -3 | -6 | 10 | 3
CC(C)Cc1ccc([C@H](C)C(=O)O)cc1 | 0.1 | 8 | 10 | -1.4 | -1 | 2 | -5 | 3 | 7 | 2
CC(C)=CC(=O)O[C@@H]1Cc2cc3ccc(=O)oc3cc2OC1(C)C | 0.3 | -2 | -2 | -0.8 | -3 | -1 | 2 | -3 | -7 | 4
C=C1c2cccc(O)c2C(=O)C2C(=O)[C@]3(O)C(=O)C(C(N)=O)C(=O)[C@@H](N(C)C)[C@@H]3[C@@H](O)[C@H]12 (some centres undefined) | 0.6 | -16 | -3 | 1.2 | 3 | 145* | 17 | -28 | -10 | 14
COc1c(O)cc2c(c1O)C1OC(CO)C(O)C(O)C1OC2=O (centres undefined) | -3.7 | 0 | 8 | 0.2 | 2 | 20 | -3 | 11 | 0 | -6
Cc1onc(-c2ccccc2Cl)c1C(=O)N[C@@H]1C(=O)N2[C@@H]1SC(C)(C)[C@@H]2C(=O)O | 1.1&0.9 | -5&4 | 1&-2 | 0.4&-0.7 | -1&-1 | 7&-13 | -4&-5 | 5&1 | -6&1 | 0&-1
Nc1ccc(C(=O)Nc2ccccc2N)cc1 | 0.9 | 1 | 14 | -3.7 | 3 | -8 | / | 9 | / | 4
c1ccc2c(CC3=NCCN3)cccc2c1 | 2.0 | -2 | -3 | 1.1 | -1 | -13 | -2 | 3 | 14 | 10
CC1(C)OC2CC3C4CC(F)C5=CC(=O)C=CC5(C)C4(F)C(O)CC3(C)C2(C(=O)CO)O1 (centres undefined) | 1.3 | -3 | 1 | -0.1 | -5 | 6 | 1 | -3 | 15 | 1
O=C(O)COC(=O)Cc1ccccc1Nc1c(Cl)cccc1Cl | -0.5 | -3 | 0 | -0.2 | -3 | -4 | -2 | 6 | -1 | -5
CC1=NN(c2ccccc2)C(=O)C1 | 1.9 | -4 | -1 | -0.1 | 3 | -13 | -3 | 5 | -16 | 12
CC(=O)N1C[C@H](O)C[C@H]1C(=O)O | -1.2 | 0 | -2 | -0.3 | 2 | 1 | -4 | 8 | -1 | -6
CC(C)(CO)[C@@H](O)C(=O)NCCC(=O)O | -0.8 | 8 | / | -0.1 | -2 | ? | -3 | 3 | 0 | -7
O=c1cc[nH]c(=O)[nH]1 | -0.1 | 6 | -1 | -0.4 | 2 | 3 | 3 | 1 | 2 | 4
Cc1nnc(NS(=O)(=O)c2ccc(N)cc2)s1 | 0.0 | -5 | -5 | 0.1 | 1 | -2 | 2 | 3 | 8 | -5
CCCCCCCCO | -0.7 | 2 | 2 | -1.8 | 1 | -1 | 24 | -4 | -1 | -42
CC(C)Cn1cnc2c1c(=O)n(C)c(=O)n2C | -0.5 | -2 | 3 | 0.7 | 5 | 2 | -3 | 11 | 5 | -2
CCOc1ccc(S(=O)(=O)N2CCCCCC2)c2ccccc12 | -0.7 | -5 | / | -1.6 | -7 | 0 | / | 4 | 1 | 25
COc1nc(C)nc(Cl)c1NC1=NCCN1 | -0.8&-1.2 | 3&-5 | -2&0 | 0.1&-0.9 | -1&-5 | -3&0 | -2&9 | 0&-6 | 2&20 | 5&6
C/C=C/C=N\NC(=O)c1ccncc1 | 0.2 | 4 | 2 | -0.6 | -3 | 3 | 1 | 1 | -2 | 0
NC(=O)NC(CCC(=O)O)C(=O)O (centres undefined) | 0.4 | -3 | -1 | 0.3 | -2 | 1 | 0 | -2 | 5 | -4
C[C@H](CCC(=O)O)[C@H]1CC[C@H]2[C@@H]3[C@@H](O)C[C@@H]4C[C@H](O)CC[C@]4(C)[C@H]3CC[C@]12C | -1.9 | -4 | -2 | -0.7 | 0 | 3 | -2 | 3 | 5 | 14
CC1(C)O[C@H]2CC(=O)OCC23[C@H]2CC[C@@]4(C)[C@H](c5ccoc5)OC(=O)[C@H]5O[C@]54[C@]2(C)C(=O)C[C@@H]13 (some centres undefined) | 3.0 | -1 | -1 | 0.4 | 5 | 6 | 2 | 7 | -7 | 8
Cc1coc2c1C(=O)C(=O)c1c-2ccc2c1CCCC2(C)C | -1.8 | -12 | -1 | 0.3 | 2 | 2 | -2 | -1 | -93 | 4
Cc1cc(C)nc(/N=C(\N)Nc2ccc(S(N)(=O)=O)cc2)n1 | 0.8 | -1 | -2 | -0.6 | -4 | -1 | -2 | 4 | 6 | -13
Nc1cc(-c2ccncc2)c[nH]c1=O | 2.7 | 7 | 0&0 | 0.3 | -1 | -3 | 5 | -2 | -6 | 8
CN(C)CCCN1c2ccccc2Sc2ccccc21 | 0.1 | 1 | -4&-4 | 0.4 | 7 | 2 | -1 | 6 | 2 | 15
C[C@H]1c2cccc(O)c2C(=O)C2C(=O)C3(O)C(=O)C(C(N)=O)C(=O)[C@@H](N(C)C)[C@@H]3[C@@H](O)[C@@H]21 (some centres undefined) | 0.7 | 1 | 3 | 0.2 | 9 | 148* | -3 | -3 | -1 | 13

Gathered by group, the entries above with an aryl methoxy group (5)
SMILES | CDK5 p35 inh | dFosB activator | Wnt act | CAL PDZ FP-1 | V-ATPase pHluor | Tat transport | CAL PDZ FP-2 | RTF Ca sens act | MITF act | Rtt109 HAT inh
COc1ccc(CN(CCN(C)C)c2ccccn2)cc1 | 0.4&-2.8&0.0 | 0&1&3 | 3&-12&1 | 0.2&-1.0&-0.1 | -1&1&-7 | -5&-7&-4 | -2&-1&-1 | -6&-4&12 | 2&-3&-3 | -7&10&6
COc1ccccc1OCC(O)COC(N)=O (centres undefined) | 0.5 | -5 | -1 | -0.4 | 6 | 0 | 7 | -1 | -11 | 10
COc1cc2nc(N3CCN(C(=O)C4COc5ccccc5O4)CC3)nc(N)c2cc1OC (centres undefined) | -1.4 | 10 | -2 | -1.4 | 0 | -4 | -4 | 1 | 5 | 9
COc1c(O)cc2c(c1O)C1OC(CO)C(O)C(O)C1OC2=O (centres undefined) | -3.7 | 0 | 8 | 0.2 | 2 | 20 | -3 | 11 | 0 | -6
COc1nc(C)nc(Cl)c1NC1=NCCN1 | -0.8&-1.2 | 3&-5 | -2&0 | 0.1&-0.9 | -1&-5 | -3&0 | -2&9 | 0&-6 | 2&20 | 5&6

These rows are one share of the data. The share of hits here may be higher or lower than overall.
